Hep lipid drop = inhibitors of hepatocyte lipid droplet formation, primary screen, imaging, high-throughput imaging, BODIPY stain | AID 1656, 2009 | actives 0.4% (n = 240,000) | AML12 mouse hepatocytes, oleate lipid droplets | inhibition, % at 6.5 µM;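 active = lipid droplet intensity inhibited by at least 50%, with more than 500 cells counted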
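Material – mouse AML12 hepatocyte cell line, fixed after treatment · Compound dosing – one dose, 6.5 µM compound · Times – compound with oleate, overnight · Measured by – Image-based BODIPY and DAPI two-channel analysis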
T cell HTS = modulators of CD8 T cell-vesicle binding, primary screen, mouse 2C CD8+ T cells, flow cytometry; calls only at 7 µM; AID 2052, 2009; actives 0.068% (n = 330,000); 2C CD8+ T cell-vesicle binding; active compounds read low;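 active = response, share of CD8 T cells binding vesicles, and their 90th percentile fluorescence all below set limits, cut at about 80% in these data, passing the limit was not always enough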
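Assay system: 2C TCR transgenic mouse naive CD8+ T cells, MACS-purified | Read-out: CD8+ gate FL2 mean fluorescence as % of same-row positive control | Signal: High-throughput flow cytometry with anti-B7-1 and anti-CD8 staining | Timing: Binding step 1.5 h, 37 °C, antibody labelling 20 min, ice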
Hep lipid drop cells 6.5 µM = second read-out of Hep lipid drop, no call of its own (marks repeat the call); cell count; measured here: cell count, cytotoxicity flag;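 cells counted across two imaged fields per well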
T cell HTS vesicle-bound % = second read-out of T cell HTS, no call of its own (marks repeat the call); double positive events, %; measured here: CD8+ vesicle-bound cell fraction;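 binding gate set so that unloaded-vesicle control wells show 10% double positive cells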
Numbers without * were called inactive; i = inactive; . = not tested or not shown; & = joins results of further samples.

SMILES	Hep lipid drop	T cell HTS	T cell HTS vesicle-bound %	others
COc1ccc(N2C(=O)/C(=C/c3ccc(C)o3)C(=O)NC2=S)cc1	3	.	.	Hep lipid drop cells 6.5 µM=831
O=C(Cc1cccc(C(F)(F)F)c1)N1CCN(CC(=O)N2CCCC2)CC1	.	i	17
COC(=O)C1=C(c2ccccc2)C[C@@H]2CC[C@H]1N2C(=O)NC1CCCCC1	.	i	46
CC(C)c1cc(Br)c(NC(=O)Nc2cccnc2)c(Br)c1	.	i	14
Cc1ccc(S(=O)(=O)N(C)N=O)cc1	.	i	33
O=C(/C=C/c1ccc(Br)cc1)NC(=S)N1C[C@H]2C[C@H](C1)c1cccc(=O)n1C2	.	i	12
O=C(O)c1cc[c]([Hg][Cl])cc1	.	i	22
COC(=O)C1=C(c2ccc(OC)c(OC)c2)C[C@@H]2CC[C@H]1N2C(=O)N1CCOCC1	.	i	21
C[C@]12CCC3C(CC[C@H]4C[C@H](OC(=O)c5cccnc5)CC[C@]34C)C1CCC2=O (some centres undefined)	.	i	32
COC(=O)C1=C(c2cccc(OCc3ccccc3)c2)C[C@@H]2CC[C@H]1N2C(=O)NCc1cc(C)oc1C(F)(F)F	.	i	22
Cc1ccc2c(c1)C1C[N+](C)(CC(=O)c3ccc(Cl)cc3Cl)CCC1N2C(=O)c1ccc(F)cc1 (centres undefined)	.	i	42
COC(=O)C1=C(c2ccc(-c3ccccc3)c(F)c2)C[C@@H]2CC[C@H]1N2C(=O)NC1CCCCC1	.	i	34
COC(=O)C1C2CC[C@@H](CC1OC(=O)c1ccccc1)N2 (some centres undefined)	.	i	4
CCN(CC)C(=O)c1ccc(NC(=O)c2cc(S(=O)(=O)N3CCCCCC3)ccc2OC)cc1	.	i	43
Nc1ccc([N+](=O)[O-])cc1	.	i	22
CN(C)C(=O)Oc1ccc2nnc3ccnn3c2c1	.	i	42
COc1cccc2c1O[C@H]1C(=O)CC[C@H]3CN(C)CCC231 (some centres undefined)	.	i	19
COC(=O)[C@@H]1C(OC(=O)c2ccccc2)CC2CCC1N2C (some centres undefined)	.	i	3
COC(=O)C1=C(c2ccc(-c3ccccc3)c(F)c2)C[C@@H]2CC[C@H]1N2C(=O)NC1CC1	.	i	26
COC(=O)C1=C(c2ccc3ccccc3c2)C[C@@H]2CC[C@H]1N2C(=O)NC(C)C	.	i	34
CC[C@H]1CN(C)CCc2c([nH]c3ccccc23)C(=O)C[C@@H]1/C(=C\OC)C(=O)OC	.	i	27
O=C1CN=C(c2ccccc2Cl)c2cc(Br)ccc2N1	.	i	39
COC(=O)C1=C(c2ccccc2)C[C@@H]2CC[C@H]1N2C(=O)N1CCCCC1	.	i	25
COC(=O)C1=C(c2cccc(OCc3ccccc3)c2)C[C@@H]2CC[C@H]1N2C(=O)NCc1ccccc1C(F)(F)F	.	i	31
COC(=O)C1=C(c2cccc(C#N)c2)C[C@@H]2CC[C@H]1N2C(=O)N1CCC(C)CC1	.	i	12
Cc1cccc(NC(=O)COC(=O)c2cc(C)n(C3CC3)c2C)c1	.	i	40
C/C=C/CC#N	.	i	28
CN(C)c1ccc(CCN2CCOCC2)cc1	.	i	39
Clc1cccc(Cl)c1Cl	.	i	30
CC[C@H]1CN2CC[C@@]3(C(=O)Nc4ccccc43)[C@@H]2C[C@@H]1/C(=C\OC)C(=O)OC	.	i	52

16 compounds out of the list, ordered by number of heavy atoms, low to high.
SMILES	Hep lipid drop	T cell HTS	T cell HTS vesicle-bound %	others
C/C=C/CC#N	.	i	28
Clc1cccc(Cl)c1Cl	.	i	30
Nc1ccc([N+](=O)[O-])cc1	.	i	22
CN(C)c1ccc(CCN2CCOCC2)cc1	.	i	39
CN(C)C(=O)Oc1ccc2nnc3ccnn3c2c1	.	i	42
O=C1CN=C(c2ccccc2Cl)c2cc(Br)ccc2N1	.	i	39
COc1cccc2c1O[C@H]1C(=O)CC[C@H]3CN(C)CCC231 (some centres undefined)	.	i	19
COC(=O)[C@@H]1C(OC(=O)c2ccccc2)CC2CCC1N2C (some centres undefined)	.	i	3
Cc1cccc(NC(=O)COC(=O)c2cc(C)n(C3CC3)c2C)c1	.	i	40
COC(=O)C1=C(c2ccccc2)C[C@@H]2CC[C@H]1N2C(=O)N1CCCCC1	.	i	25
COC(=O)C1=C(c2ccc3ccccc3c2)C[C@@H]2CC[C@H]1N2C(=O)NC(C)C	.	i	34
C[C@]12CCC3C(CC[C@H]4C[C@H](OC(=O)c5cccnc5)CC[C@]34C)C1CCC2=O (some centres undefined)	.	i	32
COC(=O)C1=C(c2ccc(-c3ccccc3)c(F)c2)C[C@@H]2CC[C@H]1N2C(=O)NC1CC1	.	i	26
COC(=O)C1=C(c2ccc(-c3ccccc3)c(F)c2)C[C@@H]2CC[C@H]1N2C(=O)NC1CCCCC1	.	i	34
Cc1ccc2c(c1)C1C[N+](C)(CC(=O)c3ccc(Cl)cc3Cl)CCC1N2C(=O)c1ccc(F)cc1 (centres undefined)	.	i	42
COC(=O)C1=C(c2cccc(OCc3ccccc3)c2)C[C@@H]2CC[C@H]1N2C(=O)NCc1ccccc1C(F)(F)F	.	i	31

(list continues)
SMILES	Hep lipid drop	T cell HTS	T cell HTS vesicle-bound %	others
COc1nc(C)nc(NC(=O)NS(=O)(=O)c2ccccc2Cl)n1	.	i	58
CC/C(=C(\c1ccccc1)c1ccc(OCCN(C)C)cc1)c1ccccc1	.	i	16&69
CC(C)OS(C)(=O)=O	.	i	21
C[C@H]1[C@H](OC(=O)CCC(=O)NCc2ccc(C(=O)O)cc2)O[C@@H]2O[C@@]3(C)CC[C@H]4[C@H](C)CC[C@@H]1C24OO3	.	i	39
O=c1ccc2c(O)c3ccoc3cc2o1	.	i	6
Cc1nn(CC(C)C)c(Cl)c1C(=O)NC1CCC(C)CC1 (centres undefined)	.	i	46
COc1ccccc1NC(=O)c1cn(CCC#N)nc1-c1ccc(F)cc1	.	i	59
OCC(Br)CBr (centres undefined)	.	i	33
O=C(O)C(Cl)(Cl)Cl	.	i	28
C[C@]12CCC(=O)C[C@H]1CC[C@@H]1[C@@H]2CC[C@]2(C)[C@@H](O)CC[C@@H]12	.	i	54
COC(=O)C1=C(c2cccc(OC)c2OC)C[C@@H]2CC[C@H]1N2C(=O)N1CCOCC1	.	i	19
CN1CCC23c4c5ccc(O)c4O[C@@H]2[C@H](O)C=CC3C1C5 (some centres undefined)	.	i	3
C=CCc1cc(OC)c2c(c1)OCO2	.	i	28
C[C@]12CC[C@@H](O)CC1=CCC1C2CC[C@@]2(C)C1C[C@@H](F)[C@@H]2O (some centres undefined)	.	i	46
CCN1C[C@@]2(COC)C3[C@@H](OC)[C@H]4[C@@H]1[C@@]3(C1C[C@@]3(O)[C@H](OC(=O)c5ccccc5)C1[C@]4(OC(C)=O)[C@@H](O)[C@H]3OC)[C@@H](OC)C[C@H]2O (some centres undefined)	.	i	31
COc1cc2c(cc1OC)[C@H]1C(=O)c3ccc4c(c3O[C@H]1CO2)C[C@@H](C(C)(C)O)O4	.	i	50
C=CCN1C(=O)NC(=O)/C(=C/c2c(CCN(C)C(=O)c3ccccc3)cc3c(c2OC)OCO3)C1=O	.	i	28
COC(=O)C1=C(c2c(C)noc2C)C[C@@H]2CC[C@H]1N2C(=O)NC1Cc2ccccc2C1	.	i	53
CCCOc1ccc(C(=O)NC(=S)N2C[C@H]3C[C@H](C2)c2cccc(=O)n2C3)cc1	.	i	11
C=C1[C@H]2CC[C@H]3[C@]4(C)C[C@H](O[C@H]5O[C@H](CO)[C@@H](OS(=O)(=O)O)[C@H](OS(=O)(=O)O)[C@H]5OC(=O)CC(C)C)C[C@@H](C(=O)O)[C@H]4CC[C@]3(C2)[C@H]1O	.	i	32
O=C(CCc1ccccc1)N1C[C@H]2C[C@@H](C1)c1cccc(=O)n1C2	.	i	9
COc1c2c(cc3c1OCO3)CCN(C)C2	.	i	26
CC[C@H](C)/C=C(C)/C=C/C1=CC2=C(Cl)C(=O)[C@](C)(OC(C)=O)C(=O)C2=CO1	.	i	13
CCOC(=O)c1c(C)[nH]c(C)c1C(=O)C(Cc1ccccc1)N(C)C (centres undefined)	.	i	51
COC(=O)C1=C(c2cc3ccccc3s2)C[C@@H]2CC[C@H]1N2C(=O)N1CCOCC1	.	i	38
COC(=O)C1=C(c2cc3ccccc3o2)C[C@@H]2CC[C@H]1N2C(=O)N1CCOCC1	.	i	37
COC(=O)C1=C(c2cc3ccccc3s2)C[C@@H]2CC[C@H]1N2C	.	i	39
COc1cc2c(cc1O)C[C@H]1c3c(cc(O)c(OC)c3-2)CCN1C	.	i	68
COC(=O)C1=C(c2ccc(S(C)(=O)=O)cc2)C[C@@H]2CC[C@H]1N2C(=O)NCCO	.	i	48
O=[N+]([O-])c1c2ccccc2cc2ccccc12	.	i	20
NCc1cc(=O)[nH]o1	.	i	19
O=C(NCNC(=O)NC1C(=O)NC(=O)N1CO)NC1C(=O)NC(=O)N1CO (centres undefined)	.	i	20
COc1cccc(-n2c(/C=C/c3ccccn3)nc3ccccc3c2=O)c1	.	i	63
Cc1c(C)c2ccc(OCC(=O)N3CCN(Cc4ccccc4)CC3)cc2oc1=O	.	i	49
NCCc1ccc(OCc2ccccc2)c(OCc2ccccc2)c1	.	i	26
COC(=O)C1=C(c2ccc(OC(F)(F)F)cc2)C[C@@H]2CC[C@H]1N2C(=O)N1CCC(C)CC1	.	i	31
COc1ccc2[nH]c(C)c(CCNCc3cccnc3)c2c1	.	i	64
CC[C@@H]1C=CC=CC[C@H](C)[C@@H](O)[C@@H](C)C(=O)[C@H](C)[C@@H](O)[C@H](C)C(=O)[C@H](C)[C@@H](O)[C@H](C)C=CC(=O)O[C@H]2[C@@H](C)[C@@H](CC1)O[C@@]1(CC[C@@H](C)[C@@H](C[C@H](C)O)O1)[C@@H]2C	.	i	19
COC(=O)C1=C(c2ccc(F)cc2OCc2ccccc2)C[C@@H]2CC[C@H]1N2C(=O)NCc1ccc2c(c1)OCO2	.	i	40
COC(=O)C1=C(c2c(C)noc2C)C[C@@H]2CC[C@H]1N2C(=O)N1CCC(O)(c2ccc(Cl)cc2)CC1	.	i	42
CC(C)CC(C)N (centres undefined)	.	i	43
COC(=O)C1=C(c2cccc3c2S(=O)(=O)c2ccccc2-3)C[C@@H]2CC[C@H]1N2C(=O)N1CCc2cc(OC)c(OC)cc2C1	.	i	33
Cc1cc(=O)oc2cc(OCC(=O)N3CCN(C(C)c4ccccc4)CC3)c(Cl)cc12 (centres undefined)	.	i	19
CC(=O)O[C@H]1C[C@@H]2CC[C@@H]3[C@H](CC[C@]4(C)C(=O)CC[C@@H]34)[C@@]2(C)C[C@@H]1OC(C)=O	.	i	42
CCCNC(=O)N1[C@H]2CC[C@@H]1C(C(=O)OC)=C(c1ccc(-c3ccccc3)c(F)c1)C2	.	i	24
O=P(O)(O)Oc1ccccc1P(=O)(c1ccccc1)c1ccccc1	.	i	33
C#CC[N+]1(C)[C@@H]2CC[C@H]1CC(OC(=O)C(CO)c1ccccc1)C2 (some centres undefined)	.	i	20
COC(=O)C1=C(c2ccccc2)C[C@@H]2CC[C@H]1N2C(=O)N1CCCC1	.	i	36
CC(C)(C)NC(=O)CN1CCCN(C(=O)COc2ccc(Cl)c3ccccc23)CC1	.	i	30
COC(=O)C1=C(c2ccc(F)cc2F)C[C@@H]2CC[C@H]1N2C(=O)NC1CC1	.	i	52
CCC1=CCN(CCc2c(C)[nH]c3ccccc23)CC1	.	i	19
COc1ccccc1N1CCN(Cc2ccc3c(c2)OCO3)CC1	.	i	11

Only part of the results is shown, so the mix of outcomes need not match the whole.
